EphB4 ephrin blk = EphB4-ephrin-B2 interaction antagonism; EphB4 LBD / TNYL-RAW-Alexa532 peptide, fluorescence polarization; inhibition, % at 7 µM; P54760; 97,000 compounds, 0.15% hits; AID 720;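 active = inhibition above the screen-wide mean inhibition plus 3 SD, cut at about 15% in these data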;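 also: 0% = DMSO wells and 100% = excess unlabeled TNYL-RAW peptide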
PLK1 kinase inh = PLK1 (human) kinase inhibition. inhibition, % at 10 µM. recombinant PLK1 kinase, TR-FRET peptide phosphorylation. 97,000 compounds, 0.53% hits;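 active = inhibition of 50% or more in the single-concentration screen; inactive = inhibition below 50%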;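 also: 0% = DMSO max control and 100% = H-89 dihydrochloride min control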
Target sequence (P53350 whole entry, looked up): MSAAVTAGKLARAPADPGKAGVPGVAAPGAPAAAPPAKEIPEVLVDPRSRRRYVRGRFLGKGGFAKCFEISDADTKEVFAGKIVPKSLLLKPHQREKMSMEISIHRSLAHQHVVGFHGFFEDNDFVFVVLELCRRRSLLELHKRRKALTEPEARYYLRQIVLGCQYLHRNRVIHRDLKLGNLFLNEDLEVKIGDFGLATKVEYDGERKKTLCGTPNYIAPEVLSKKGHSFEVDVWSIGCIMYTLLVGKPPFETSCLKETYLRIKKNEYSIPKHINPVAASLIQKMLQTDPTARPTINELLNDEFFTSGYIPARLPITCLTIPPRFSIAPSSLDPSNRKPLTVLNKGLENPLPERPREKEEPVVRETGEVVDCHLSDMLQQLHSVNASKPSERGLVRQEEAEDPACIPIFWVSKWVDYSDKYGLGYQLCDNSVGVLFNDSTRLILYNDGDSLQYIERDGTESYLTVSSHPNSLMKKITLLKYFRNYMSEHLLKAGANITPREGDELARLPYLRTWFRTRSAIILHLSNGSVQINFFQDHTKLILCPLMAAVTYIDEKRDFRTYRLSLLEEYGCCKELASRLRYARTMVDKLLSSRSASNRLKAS
S1P2 agonist = S1P2 (human) receptor agonism; activation, % at 4.5 µM; 97,000 compounds, 0.46% hits; S1P2-expressing cell line, agonist reporter read-out; O95136; in the data active = activation above about 16%;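 also: 0% = vehicle low control and 100% = maximal reference agonist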
Target sequence (O95136 whole entry, looked up): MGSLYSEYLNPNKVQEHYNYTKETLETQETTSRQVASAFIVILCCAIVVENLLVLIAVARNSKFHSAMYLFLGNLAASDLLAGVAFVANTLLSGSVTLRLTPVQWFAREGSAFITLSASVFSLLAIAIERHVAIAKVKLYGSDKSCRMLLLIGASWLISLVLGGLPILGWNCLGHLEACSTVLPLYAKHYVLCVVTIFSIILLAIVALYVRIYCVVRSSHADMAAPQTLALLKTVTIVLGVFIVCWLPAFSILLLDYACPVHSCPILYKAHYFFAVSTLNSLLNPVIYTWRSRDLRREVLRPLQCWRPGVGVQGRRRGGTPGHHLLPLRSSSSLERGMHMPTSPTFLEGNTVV
MT1-MMP txn act = MT1-MMP promoter transcription activation | HT1080 MT1-MMP promoter luciferase reporter, luminescence, overnight; hits give high values | activation factor at 10 µM | 86,000 compounds, 0.16% hits | AID 750;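 active = activation factor of at least 2 for MT1-MMP transcription at 10 µM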
PLAP activator = activates human placental alkaline phosphatase; P05187; AID 696; 96,000 compounds, 1.2% hits; activation fold at 20 µM; purified PLAP enzyme, luminescent substrate read-out; hits give high values; in the data active = activation fold above about 2
S1P2 blocker = blocks the human S1P2 receptor; O95136; cell-based S1P2 antagonist assay, inhibition at 5 uM; inhibition, % at 5 µM; 97,000 compounds, 0.21% hits; AID 736; in the data active = inhibition above about 45%;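 also: CRE beta-lactamase reporter cells expressing human S1P2 stimulated with S1P; 0% = agonist at EC80 alone and 100% = agonist plus reference antagonist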
HIV Rev-RRE inh = disrupts HIV-1 Rev binding to RRE RNA; 97,000 compounds, 0.79% hits; AID 704; inhibition, % at 8 µM; Rev peptide-RRE RNA binding, FRET;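 active = inhibition above the screen-wide mean plus 3 SD, cut at about 35% in these data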;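 also: 0% = median DMSO wells and 100% = median Neomycin B control wells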
Target sequence (P05866 whole entry, looked up): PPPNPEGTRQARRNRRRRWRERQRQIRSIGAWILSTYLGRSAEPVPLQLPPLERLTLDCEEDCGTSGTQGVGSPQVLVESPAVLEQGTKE
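Assay system: labelled RRE RNA duplex and labelled Rev peptide / Medium: HEPES pH 7.5 salt buffer with EDTA / Reagent: labelled Rev peptide / Schedule: 5 + 15 min at 25 °C / Signal: FRET, excitation 480 nm, emission 540 nm donor and 671 nm acceptor / Benchmarks: DMSO and neomycin B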
PLK1 PBD inh = Plk1 (human) PBD binding inhibition. 97,000 compounds, 0.13% hits. inhibition, %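 (tested at about 20 µM)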. Plk1 PBD phosphopeptide binding, fluorescence polarization; in the data active = inhibition above about 34%, passing the limit was not always enough
FAK blocker = FAK (human) kinase inhibition; Q05397; biochemical FAK kinase activity assay; inhibition, %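 (tested at 7 µM)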; 97,000 compounds, 0.84% hits; AID 727; in the data active = inhibition above about 19%;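 also: 0% = DMSO and 100% = reference compound high control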
* hit, by the source's call; x = not tested or not shown.

SMILES	EphB4 ephrin blk	PLK1 kinase inh	S1P2 agonist	MT1-MMP txn act	PLAP activator	S1P2 blocker	HIV Rev-RRE inh	PLK1 PBD inh	FAK blocker
CCC(=O)Nc1nc2ccc(S(C)(=O)=O)cc2s1	2	-14	-3	1.2	x	-6	7	0	3
O=C(CCc1ccccc1)Nc1nncs1	-1	-13	-3	1	1.3	16	1	0	2
COc1cccc(OCCOCCNCCO)c1	-5	2	1	1.2	1.1	-3	3	2	-3
COC(=O)C1CCN(C(c2ccc(OC)c(OC)c2)c2sc3nc(C)nn3c2O)CC1 (stereo unspecified)	x	4	x	1	1.4	x	x	-11	x
CC(=O)Nc1ccc(-c2nnc(SCC(=O)Nc3ccc4c(c3)oc3ccccc34)n2C)cc1	5	22	-7	1.7	1.2	10	-1	-22	10
Cn1c(=O)n(CCCOc2ccc(Cl)cc2)c2ccccc21	1	-14	-1	1.1	1.5	-11	16	-5	-2
O=c1c2ccccc2ncn1CCCSc1ccc(Cl)cc1	-6	-10	-4	x	0.8	3	8	18	-5
Cc1ccc(CCNC(=O)Cn2cccc2)cc1	-5	-15	0	1.1	1.2	-18	0	-4	0

6 of these compounds in another layout:
Fields: EphB4 ephrin blk, PLK1 kinase inh, S1P2 agonist, MT1-MMP txn act, PLAP activator, S1P2 blocker, HIV Rev-RRE inh, PLK1 PBD inh, FAK blocker
COC(=O)C1CCN(C(c2ccc(OC)c(OC)c2)c2sc3nc(C)nn3c2O)CC1 (stereo unspecified)
 : x, 4, x, 1, 1.4, x, x, -11, x
CC(=O)Nc1ccc(-c2nnc(SCC(=O)Nc3ccc4c(c3)oc3ccccc34)n2C)cc1
 : 5, 22, -7, 1.7, 1.2, 10, -1, -22, 10
Cc1ccc(CCNC(=O)Cn2cccc2)cc1
 : -5, -15, 0, 1.1, 1.2, -18, 0, -4, 0
O=C(CCc1ccccc1)Nc1nncs1
 : -1, -13, -3, 1, 1.3, 16, 1, 0, 2
CCC(=O)Nc1nc2ccc(S(C)(=O)=O)cc2s1
 : 2, -14, -3, 1.2, x, -6, 7, 0, 3
O=c1c2ccccc2ncn1CCCSc1ccc(Cl)cc1
 : -6, -10, -4, x, 0.8, 3, 8, 18, -5

New compounds follow
SMILES	EphB4 ephrin blk	PLK1 kinase inh	S1P2 agonist	MT1-MMP txn act	PLAP activator	S1P2 blocker	HIV Rev-RRE inh	PLK1 PBD inh	FAK blocker
N#CCCN1CCNCC1	1	-6	2	x	0.8	-25	8	1	-1
Nc1nc2n(n1)C(c1cccs1)CC(c1ccccc1)N2 (stereo unspecified)	-10	-1	-3	1	1.1	-16	10	-10	3
C/C(=C1/SC(N2CC(C)OC(C)C2)=NC1=O)c1ccccc1 (stereo unspecified)	-3	-14	1	x	1.5	-13	-5	-21	2
COc1ccc(C2C(C(=O)Nc3ccccc3)=C(C)N=C3SCC(=O)N32)cc1 (stereo unspecified)	-5	-7	-2	1.2	x	6	6	-28	1
NC(N)=N/N=C/c1ccc(OCc2ccccc2Cl)cc1	-1	6	-5	x	1.1	-12	0	23	-5
COc1ccc(-n2nnnc2SCC(=O)Nc2nc3c(s2)CCCC3)cc1	3	-3	-5	1.1	1.1	-1	12	2	24*
CCS(=O)(=O)N1CCCC(c2nc(-c3cccc(OC)c3)no2)C1 (stereo unspecified)	1	-11	-6	1.3	1.1	-8	6	-1	0
O=C(NCC1CCCO1)c1cc(-c2ccco2)nc2ccccc12 (stereo unspecified)	-8	-11	-7	1.1	0.9	6	-2	10	1
CCN(CC)NC(=S)Nc1ccccc1	3	-1	-4	x	0.8	18	7	-20	0
Nc1cc(N)nc(SCc2cc(=O)oc3cc4c(cc23)CCC4)n1	4	-7	-10	1	0.9	-4	3	-8	4
COc1cccc(/C=N/NC(=O)CCc2ccccc2)c1	3	-3	-3	x	5.8	-2	0	-15	0
Cc1cc(C)cc(NS(=O)(=O)c2ccc(NC(=S)NC(=O)c3ccc(Br)o3)cc2)c1	-2	-11	-4	x	1.5	-11	-5	2	1
CCCC1CCC(c2ccc(C(N)=O)cc2)CC1 (stereo unspecified)	-6	-8	-4	x	1	-19	4	1	-4
CC(=O)Nc1cccc(OCC(=O)NC(C)C(C)C)c1 (stereo unspecified)	0	-1	-1	x	1.2	-26	5	3	2
Cn1nc(C(F)(F)F)c2cc(NC(=O)OCc3ccc(C(C)(C)C)cc3)sc21	6	-10	-3	1	1.5	-11	13	-2	-2
O=C(c1ccco1)N1CCN(c2cc(=O)n(-c3ccc(Cl)cc3)c(=O)[nH]2)CC1	-7	-20	-7	x	1	-2	4	-12	-5
CCOc1ccc(S(=O)(=O)Nc2ccc(F)cc2)c(C)c1C	1	-3	-4	1.2	1.2	-7	17	-8	1
Oc1cccc(C(=S)N2CCN(Cc3ccccc3)CC2)c1	2	-1	56*	1.2	1.4	12	4	6	1
O=C1CC(c2cccc(Cl)c2)Cc2nc(N3CCOCC3)ncc21 (stereo unspecified)	-5	12	-6	1.1	1.5	-11	9	-12	1
O=C(CSC1=NC(=O)C(Cc2ccccc2)C(=O)N1)Nc1ncccn1 (stereo unspecified)	1	-4	-8	1.1	1.2	18	13	-17	7
CCNC(=O)N1c2ccc(OCC)cc2C(C)=CC1(C)C	5	-13	-1	1.1	1.4	9	6	-8	-1
COc1ccc(C(=O)C2CCCCC2=O)cc1 (stereo unspecified)	1	-11	-6	1	1	12	6	9	0
CCCCN(C)C1=Nc2cccc3cccc1c23	3	-9	-6	1.1	0.8	-1	17	-1	-1
Cc1ccccc1Nc1ncccc1C(=O)N1CCOCC1	0	-10	0	x	0.9	19	3	41	0
COc1ccc(Cc2nc(-c3ccccn3)no2)cc1	-2	-10	-6	1.6	1	8	6	-6	-5
CC(=O)C1=C(O)C(=O)N(c2nccs2)C1c1ccc(Br)cc1 (stereo unspecified)	2	-12	-2	1	1	-2	2	10	-1
Cc1nnc(NC(=O)c2ccncc2)s1	1	-13	-1	1.1	1.1	-21	9	11	-5
O=C(CCN1C(=O)c2ccccc2C1=O)Nc1cccc(F)c1	-11	-3	-3	1.1	0.9	5	-2	-15	0
O=c1cc(N2CCOCC2)[nH]c(=O)n1C1CCCCC1	4	-2	-5	1.2	0.9	2	10	17	-5
Cc1ccc(C)c(NS(=O)(=O)c2cc(C(=O)NCCSC3CCCCC3)ccc2C)c1	4	-10	-11	x	1.4	11	8	1	1
CC1(C)CNC(=O)C=C(c2ccccc2)C1	2	-1	-1	x	1	-15	8	12	-3
COc1ccc(NC(=O)CSc2ccccc2)c(OC)c1	5	-12	-2	1.6	x	5	5	9	-1
CCCNC(=O)CSc1nnc(-c2ccco2)n1C	0	-9	-3	1.2	0.8	-2	5	33	-3
COc1ccc(N(C(=O)C(C)C)S(=O)(=O)c2ccc(Cl)cc2)cc1	-5	-14	-3	1.1	1.2	2	-8	-15	1
O=C(NCC1CCCO1)C1CCCN1C(=O)NC1CCCCC1 (stereo unspecified)	7	-13	-2	1.1	1	-2	4	-1	-1
COc1ccc(/C=N/NC(=O)c2nc(-c3ccccc3)cc(-c3ccccc3)n2)cc1	-3	-12	-17	x	1	54*	-1	2	2
COc1ccc(S(=O)(=O)N2CCN(C(=O)c3cnc(C)cn3)CC2)cc1	4	-4	-2	1.1	1.1	9	0	-9	-2
COC(=O)C1=C(C(=O)OC)SC2(S1)C(C(=O)OC)=C(C(=O)OC)SC1=C2c2cc(C)cc(C)c2NC1(C)C	0	-11	-3	x	1.2	8	5	-6	-3
CC(C)COCC1CC2(CC(C)C(=O)CC2=O)C(=O)O1 (stereo unspecified)	-3	-5	-2	1	1.2	4	1	-3	0
CN(CCC#N)C(=O)COC(=O)c1ccc(Cl)c(S(N)(=O)=O)c1	-9	-9	-2	1.1	0.9	16	7	-9	1
Cc1cc(C)c(C)c(S(=O)(=O)NCc2ccco2)c1C	-1	-4	-5	1.2	0.8	-15	-1	14	1
CSc1ncc(Cl)c(C(=O)Nc2ccc(S(=O)(=O)N3CCOCC3)cc2)n1	10	-5	-6	1	0.9	25	6	-14	1
C/C(=N\NS(=O)(=O)c1ccc(C)cc1)c1cccs1	-9	-15	0	1.1	1	-22	1	5	-3
COC(=O)c1c(NC(=O)CN2CCN(Cc3ccc4c(c3)OCO4)CC2)sc(C)c1C	0	-5	-4	1.2	1.7	9	-2	-18	0
C=CCn1c(CNc2ccc(C)cc2)nnc1SCC(=O)N/N=C/c1ccc(O)cc1	1	-16	-3	x	1.2	-3	7	-17	-1
O=C(O)CSc1nnnn1-c1ccccc1	-3	0	2	1.1	0.8	0	0	1	3
COc1cccc(-n2c(SC)nnc2-c2cnccn2)c1	2	-8	-8	1	x	6	5	-2	-3
O=C(/C=C/Sc1ccccc1)c1ccccc1	8	-7	-5	0.6	1	19	10	3	1
O=C(Nc1ccccc1C(=O)NC(Cc1ccccc1)C(=O)NC1CCCCCC1)c1ccccc1 (stereo unspecified)	0	-11	-3	x	1	5	7	-4	6
CCc1ccc(OCC(=O)NC(=S)Nc2ccc(C(C)=O)cc2)c(Br)c1	7	-15	-7	x	0.9	-7	5	-6	-1
O=C(COc1ncnc2ccccc12)NC1CCS(=O)(=O)C1 (stereo unspecified)	0	-12	-5	1.1	1	10	10	-7	0
CCOC(=O)c1[nH]c2ccc(F)cc2c1NC(=O)Nc1ccccc1OC	-11	-12	-2	x	0.8	5	-3	-14	-3
O=C1CC(C(=O)Nc2ccc(Br)cc2)C2(CCCC2)O1 (stereo unspecified)	2	-4	-8	1	1.3	7	5	15	13
CCOC(=O)c1cnc(-n2nc(C)cc2C)nc1NCc1ccc2c(c1)OCO2	6	2	0	1.1	1.1	-4	4	-15	4
O=C(NCc1ccco1)C1CC(=O)N(c2ccc(O)cc2)C1 (stereo unspecified)	1	-13	2	1.1	0.7	-8	6	-4	0
Cn1cnnc1SCC(=O)NCCC(c1ccccc1)c1ccccc1	7	-1	-1	1.2	1.5	-3	2	-4	-1

The results go on:
SMILES	EphB4 ephrin blk	PLK1 kinase inh	S1P2 agonist	MT1-MMP txn act	PLAP activator	S1P2 blocker	HIV Rev-RRE inh	PLK1 PBD inh	FAK blocker
Cc1nc(C)c(-c2ccccc2)c(=O)[nH]1	-4	-6	-4	1.2	0.8	6	3	29	-8
COc1ccc(C)cc1NC(=O)C1CCCN(S(=O)(=O)c2cnc[nH]2)C1 (stereo unspecified)	2	-6	-5	1.2	1.6	18	10	26	3
CCCSc1nnc(-c2ccccc2NC(=O)CC)c(=O)[nH]1	-4	-7	-1	1.1	0.8	-29	8	1	1
CC1CCCN(C(C(=O)Nc2ccc3c(c2)OCO3)c2ccccc2)C1 (stereo unspecified)	x	1	x	1.4	2*	x	x	-31	x
COC(=O)c1ccccc1NC(=O)COC(=O)c1cccnc1	-3	-11	-2	1.2	0.8	3	7	19	5
CCC(Sc1nc(=O)cc(N)n1CCc1ccccc1)C(=O)Nc1ccccc1C#N (stereo unspecified)	-6	-5	-2	1.1	1.1	-17	1	-16	1
CCNC(=O)Cc1ccc(NS(=O)(=O)c2ccc(F)cc2)cc1	0	-5	-8	1.1	1	1	2	3	-8
CC(C(=O)Nc1ccc(C(=O)O)cc1)N1C(=O)c2ccccc2C1=O (stereo unspecified)	-10	-4	1	1.2	0.9	-3	2	2	1
Cc1ccc(N/C(CSC(N)=O)=N/S(=O)(=O)c2ccccc2)cc1	-3	-2	0	1.1	0.8	-11	5	-12	-1
CC(=O)NC(CCS(C)(=O)=O)C(=O)Nc1nccs1 (stereo unspecified)	-1	-10	-5	1	1.2	11	5	1	0
CCCCN=C(Nc1ccc(Cl)cc1)c1cccnc1	1	-16	-6	x	0.9	9	4	15	-1
O=C(Nc1ccc(N2CCN(C(=O)c3ccco3)CC2)cc1)c1ccccc1F	-6	-9	-5	1	1.1	-4	4	7	-1
Cc1ccc(C2CC(=O)Nc3cc4c(cc32)OCCO4)s1 (stereo unspecified)	4	4	-6	0.9	0.8	14	8	19	6

Source: PubChem BioAssay
